Cycloheximide cs: affects cycloheximide protein synthesis inhibition readout, counter-screen | cell reporter, cycloheximide protein synthesis inhibition counterscreen | max response, % | 300,000 tested, 12% active | AID 2314; in the data active means max response mostly above about 13%, no sharp cut-off; inactive means mostly below about 14%; further: read at 38.3 µM for the half of the compounds with a filed dose; 0% is about no effect
Shiga inhibitor: Shiga toxin inhibition; Vero cells, Shiga toxin protein synthesis inhibition reporter; inhibition, % at 38.7 µM; 290,000 tested, 9.2% active; in the data active means inhibition mostly above about 28%, no sharp cut-off; inactive means mostly below about 43%; further: 0% is about no effect
FBPA Giardia inh: blocks Giardia fructose-bisphosphate aldolase activity; AID 2451; 290,000 tested, 0.71% active; A8B2U2; purified Giardia FBPA; Potency, µM (top dose mostly 59.6 µM), inactives show top-dose activity, negative = inhibition, actives largely listed as inhibitors; further: potency means the concentration at half of the fitted maximal effect; on the % scale 0 is the no-effect control and ±100 the full control effect; nearly all actives have a fitted effect of over 55% in size
Target sequence (A8B2U2 whole entry, looked up): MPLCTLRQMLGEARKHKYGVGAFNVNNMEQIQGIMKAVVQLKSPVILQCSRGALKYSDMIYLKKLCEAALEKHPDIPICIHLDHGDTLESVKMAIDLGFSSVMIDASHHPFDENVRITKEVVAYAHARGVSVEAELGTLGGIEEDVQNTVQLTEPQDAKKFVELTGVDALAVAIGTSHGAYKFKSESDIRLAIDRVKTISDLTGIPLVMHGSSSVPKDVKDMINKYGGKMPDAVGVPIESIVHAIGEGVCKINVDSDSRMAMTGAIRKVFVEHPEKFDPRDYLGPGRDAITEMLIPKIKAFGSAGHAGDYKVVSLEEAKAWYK
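40 nM FBPA preincubated 10 min at RT with compound (up to 57.5 uM final), then substrate plus GAPDH/TPI/NAD/arsenate coupling and diaphorase/resazurin added. Fluorescence read after 20 min at RT, 525/598 nm.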
HCV inh: inhibitors of hepatitis C virus infection. Potency, µM (top dose mostly 41.8 µM), without a hit: at the highest dose activity change, negative = inhibition, most hits filed as inhibitors. 340,000 tested, 3.4% active. Huh7.5.1 HCVcc-Cre infection, luciferase reporter, 44 h. AID 651820; further: potency means the concentration at half of the fitted maximal effect; on the % scale 0 is the no-effect control and ±100 the full control effect
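Whole-lifecycle infectious HCVcc-Cre system; cells 1,000/well, compound then virus (~0.5 moi) added 4 h after plating, 44 h culture. Luciferase read 15 sec following 15 min substrate incubation, room temp.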
Pf growth 48h: inhibits P. falciparum growth in the first generation, 48 h; P. falciparum luciferase growth in erythrocytes, 48 h; Potency, µM (titrated, usually from 28.7 µM), without a hit: at the highest dose activity change, negative = inhibition, actives largely listed as inhibitors; 310,000 tested, 5.9% active; AID 504832; further: potency means the concentration at half of the fitted maximal effect; on the % scale 0 is the no-effect control and ±100 the full control effect
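Compounds are pin-transferred into medium, infected erythrocytes (2% hematocrit, 0.1% parasitemia final) are added, and plates sit one parasite generation at 37 C in 5% CO2. Detection reagent is then added and luminescence measured.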
Pf growth 96h: P. falciparum growth inhibition at 96 hour, primary screen for plastid delayed-death inhibitors; 320,000 tested, 6.9% active; AID 504834; P. falciparum luciferase reporter growth, 96 h; Potency, µM (top dose mostly 28.7 µM), for the others: at the highest dose activity change, negative = inhibition, actives largely listed as inhibitors; further: potency means the concentration at half of the fitted maximal effect; on the % scale 0 is the no-effect control and ±100 the full control effect
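Cell-based qHTS: luciferase-tagged P. falciparum in erythrocytes (2% hematocrit, 0.05% parasitemia final) incubated with compounds for 96 hours, 37 C, 5% CO2; luciferase detection reagent then added and luminescence measured.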
* = called active by the depositor; ? = inconclusive; / = no result given; & = joins results of further samples; [ ] = remark or other dose. Unless noted, the call rests on the fitted dose curve; in most records, active means well fitted curve in the direction sought with a large enough effect; inconclusive means small, poorly fitted or top-dose-only effect, or another doubt; inactive means no such curve, though single readings can be large; an effect the other way counts as inactive or inconclusive.

SMILES | Cycloheximide cs | Shiga inhibitor | FBPA Giardia inh | HCV inh | Pf growth 48h | Pf growth 96h
O=c1[nH]c2ccc(S(=O)(=O)N3CCCCC3)cc2[nH]1 | -2 | -7 | 0% | 12% | / | 34%[activator]
COc1ccccc1NC(=O)c1ccc(-c2ccccc2[N+](=O)[O-])o1 | 60* | 115* | 10% | 11µM* | 34%[activator] | 10%
Cc1cc(=O)oc2cc(NC(=O)CCCC(=O)O)ccc12 | 2 | -1 | 5% | -17% | -3% | ?
CC(=O)Nc1ccc(S(=O)(=O)N2CCN(C(=O)c3cccnc3)CC2)cc1 | 1 | -2 | 3% | 10% | 17% | 43%[activator]
Cc1ccc(N=C2NC(=O)/C(=C\c3cccs3)S2)cc1C | 28* | 72* | -6% | ? | 18% | ?
CCNC(=S)N(CCc1c(C)[nH]c2ccc(Cl)cc12)Cc1ccco1 | 1 | 4 | -3% | 10µM* | ? | ?
O=C(O)CCn1cc(/C=C/C(=O)c2ccc(Cl)cc2)c(-c2ccc(Br)cc2)n1 | 1 | -15 | 0% | 22% | -23% | ?
CC(=O)NC(=S)Nc1ccc2oc(-c3cc(F)c(F)cc3Cl)nc2c1 | 24* | 53 | 0% | 8% | 171%[activator] | 176%[activator]
Cc1ccccc1N1C(=O)CC(N2CCC(C(N)=O)CC2)C1=O (stereo unspecified) | -2 | -9 | 0% | 12% | -14% | /
CC(C)(C)n1ncc2c(=O)n(CC(=O)N3CCCCC3)cnc21 | 15 | 18 | -1% | 4% | 34%[activator] | 19%
Cc1cccc(NC(=S)NCC(c2ccccc2)N(C)C)c1 (stereo unspecified) | -4 | 1 | 7% | 5% | ? | -26%
CC(=O)c1nn(-c2cccc(Br)c2)cc1C(=O)c1cccc2ccccc12 | 4 | -20 | 1% | ? | ? | 6.6µM*
COCCCn1c(=S)[nH]c(C)c(C)c1=O | 1 | -11 | -7% | 22% | -11% | -4%
COc1ccc(NC(=O)CCCSc2nc(-c3ccco3)cc(C(F)(F)F)n2)cc1OC | -3 | 8 | 6% | 16µM* | -28% | 5%
O=C(O)CCCC[C@@H]1CCSS1 | -2 | 11 | 1%&8% | / | / | /
O=C(c1ccc(=O)[nH]c1)N(Cc1cccs1)C1(C(=O)NC2CCCC2)CCCCC1 | 4 | -8 | 8% | -10% | -7% | ?
COc1ccc(O)c(C(=O)c2cnc3nc4ccccc4n3c2)c1 | 2 | -1 | -16% | -25% | 29% | 0%
Cc1ccc(-c2noc(CN(C(=O)c3ccc4c(c3)OCO4)C(C)C)n2)cc1 | -4 | -2 | 7% | -12% | -1% | -7%
Cc1ccccc1N1CCN(Cc2cc3c(cc2[N+](=O)[O-])OCO3)CC1 | -2 | -7 | -20% | -5% | -2% | 31%[activator]
O=C(C1CCCN(S(=O)(=O)c2ccccc2)C1)N1CCN(c2ncccn2)CC1 (stereo unspecified) | 0 | 6 | -5% | -7% | ? | /
CC(=O)N1CCc2cc(S(=O)(=O)NCC(=O)NCc3ccc(F)cc3)ccc21 | 6 | -13 | / | 4% | ? | -13%
COC(=O)CN1C(=O)CN=C(c2ccccc2Cl)c2cc(Br)ccc21 | -3 | -5 | -1% | 8% | ? | ?
CN1CCN(C(=O)c2cc3nc(-c4ccco4)cc(C(F)(F)F)n3n2)CC1 | 1 | -7 | 2% | -20% | -5% | 3%
Cc1nc(NC(=O)CSc2nnc(C)n2CC2CCCO2)sc1C (stereo unspecified) | -4 | -9 | 3% | 3% | 7% | /
COc1ccc(-c2nnc(SCc3nnc(-c4ccccc4)o3)n2-c2ccccc2)cc1 | 11 | 8 | -13% | -18% | 22% | -22%
COc1cc(/C=N/NC(=O)c2c(C)nnn2-c2nonc2N)ccc1O | -3 | -5 | 0% | ? | 7% | 15%
Cc1nc(NCCN2CCOCC2)c2nnn(Cc3c(F)cccc3Cl)c2n1 | -4 | 0 | -1% | 1% | 15% | ?
O=c1[nH]c(=S)[nH]c(O)c1/C=C1/C=c2ccccc2=N1 | 0 | -5 | -16% | ? | -1% | 26%
Cc1ccccc1OCC(O)CNC1CCCC1 (stereo unspecified) | 3 | / | -25% | 5% | ? | ?
COc1cc(C(=O)Nc2ccc(S(=O)(=O)Nc3cnc4ccccc4n3)cc2)cc(OC)c1OC | -1 | -17 | 1% | 14% | ? | 12µM*
Cc1cccc(Nc2ncc3c(n2)CC(C)CC3=O)c1 (stereo unspecified) | 33* | 112* | 6% | -19% | 335%[activator] | /
CCOc1ccccc1NC(=O)COc1coc(CN2CCc3ccccc3C2)cc1=O | / | / | / | ? | -15% | 13µM*
O=C(NCc1ccco1)C1CCN(c2nc3ccccc3n2Cc2ccccc2F)CC1 | 22* | 2 | -2% | -4% | / | -26%
COC(=O)C1=C(O)/C(=C\c2ccc(CNC(=O)C(=O)Nc3ccc(C)c(C)c3)o2)N=C1C | 0 | -1 | -23% | 8% | / | 33%
CCNC(=O)C(=O)N1CCC2(CC1)OCCN2S(=O)(=O)c1ccc(C)cc1 | / | / | / | 16% | ? | 19%
COc1ccc(C(=O)NCc2nnc(SCC(=O)c3ccccc3)o2)cc1 | 14 | -5 | 6% | -28% | -15% | ?
O=C(NCCN1CCN(C(=O)c2cccc(Br)c2)CC1)C(=O)Nc1ccc(Br)cc1 | -6 | -7 | 0% | ? | -25% | 1%
COC(=O)Nc1ccc(N2CCOCC2)c(S(=O)(=O)N2CCOCC2)c1 | -4 | 14 | 13% | 21% | 28% | 144%[activator]
O=C(CCCN1CCC(O)(c2ccc(Br)cc2)CC1)c1ccc(F)cc1 | / | / | 1%[21.7 µM] | ? | 8.3µM* | 4.1µM*
CCC(=O)Nc1ccc(C(=O)CSc2nnc(-c3ccccc3F)n2C2CC2)cc1 | 1 | -13 | -1% | -6% | 2.6µM* | 2.9µM*

An excerpt of these results, as a markdown table:
| canonical_smiles | Cycloheximide cs | Shiga inhibitor | FBPA Giardia inh | HCV inh | Pf growth 48h | Pf growth 96h |
| --- | --- | --- | --- | --- | --- | --- |
| O=c1[nH]c(=S)[nH]c(O)c1/C=C1/C=c2ccccc2=N1 | 0 | -5 | -16% | ? | -1% | 26% |
| COC(=O)C1=C(O)/C(=C\c2ccc(CNC(=O)C(=O)Nc3ccc(C)c(C)c3)o2)N=C1C | 0 | -1 | -23% | 8% | / | 33% |
| Cc1ccccc1OCC(O)CNC1CCCC1 (stereo unspecified) | 3 | / | -25% | 5% | ? | ? |

(more compounds)
SMILES | Cycloheximide cs | Shiga inhibitor | FBPA Giardia inh | HCV inh | Pf growth 48h | Pf growth 96h
Cc1cc(C)c(S(=O)(=O)N(C)CC(=O)NCC2CCCO2)c(C)c1 (stereo unspecified) | -3 | -3 | -5% | 10% | 3% | 61%[activator]
Cc1ccc(-n2nnnc2SCC(=O)N(CC(C)C)c2c(N)n(CC(C)C)c(=O)[nH]c2=O)cc1 | -5 | -7 | 7% | 14% | ? | ?
CCCC1(C(=O)OCC)NC(c2ccc(OC)cc2OC)C2C(=O)N(c3ccccc3)C(=O)C21 (stereo unspecified) | 1 | 7 | 15% | 1% | ? | ?
COc1ccccc1CCNC(=O)CNC(=O)Cc1cccc2ccccc12 | -6 | -4 | 1% | -9% | -8% | 1%
COc1ccccc1CNC(=O)C1Cc2ccccc2C(=O)O1 (stereo unspecified) | 1 | 28 | 9% | 12% | 17% | -6%
Cc1cc(Nc2ccccc2Cl)nc(-c2ccccc2O)n1 | 1 | -8 | 0% | ? | ? | ?
O=C1CN(C(=O)CSc2nc3ccccc3n2CCc2ccccc2)c2ccccc2N1 | -4 | -4 | -3% | -9% | ? | ?
Clc1ccc(C2=Nc3cc(Cl)ccc3OC2)cc1 | 27* | 60* | 0% | 3% | 8% | 29%
Cc1ccc(OCC(=O)NC(C)c2ccccc2)cc1C (stereo unspecified) | -2 | -7 | 2% | 0% | -4% | 5.2µM*
Brc1cc(Br)c2nc(-c3ccc(N4CCOCC4)cc3)ccc2c1 | 38* | 55* | -9% | ? | 78%[activator] | 83%[activator]
CC1CCCC(NC(=O)CCn2c(=S)oc3ccccc32)C1C (stereo unspecified) | 5 | 9 | 1% | 18% | -7% | 2%
COc1ccccc1C(=O)NC(=O)COC(=O)C1CC2CCCC(C1)C2=O (stereo unspecified) | -3 | 12 | / | / | 4% | -21%
COc1ccc(Cc2nc3ccc(S(=O)(=O)N4CCOCC4)cc3[nH]2)cc1OC | -3 | -24 | / | ? | -4% | 43%[activator]
O=C(Nc1ccccc1)c1[nH]ncc1[N+](=O)[O-] | 7 | 25 | -3% | 21% | / | 34%[activator]
Cc1nnc(SCC(=O)Nc2sccc2C(N)=O)s1 | / | / | / | -1% | -11% | -17%
CC(C)=CCC/C(C)=C/C=N/NC(=O)c1cccc([N+](=O)[O-])c1 | 9 | -5 | 7% | 6% | -9% | 5%
COCC1COS(=O)(=O)NC1(C)C (stereo unspecified) | -2 | -1 | 10% | 27% | -1% | -16%
O=C(CCN1CCN(C(c2ccccc2)c2ccccc2)CC1)N/N=C/c1ccc(O)cc1 | -4 | -4 | 3% | ? | ? | ?
CN=c1scc(-c2ccco2)n1/N=C/c1ccc(O)c(O)c1 | 4 | 16 | ? | 2.5µM* | -35% | -92%
Cc1c(C)n2c(SCC(=O)N3CC(C)OC(C)C3)nnc2[nH]c1=O (stereo unspecified) | / | / | / | -1%[8.37 µM] | ? | 5.2µM*

A run of entries from the list above, for reference:
SMILES | Cycloheximide cs | Shiga inhibitor | FBPA Giardia inh | HCV inh | Pf growth 48h | Pf growth 96h
COCC1COS(=O)(=O)NC1(C)C (stereo unspecified) | -2 | -1 | 10% | 27% | -1% | -16%
O=C(CCN1CCN(C(c2ccccc2)c2ccccc2)CC1)N/N=C/c1ccc(O)cc1 | -4 | -4 | 3% | ? | ? | ?
CN=c1scc(-c2ccco2)n1/N=C/c1ccc(O)c(O)c1 | 4 | 16 | ? | 2.5µM* | -35% | -92%
Cc1c(C)n2c(SCC(=O)N3CC(C)OC(C)C3)nnc2[nH]c1=O (stereo unspecified) | / | / | / | -1%[8.37 µM] | ? | 5.2µM*

The results go on.
SMILES | Cycloheximide cs | Shiga inhibitor | FBPA Giardia inh | HCV inh | Pf growth 48h | Pf growth 96h
COc1ccc(C(OCC(O)CNCCc2ccc(S(N)(=O)=O)cc2)c2ccc(OC)cc2)cc1 (stereo unspecified) | -2 | -2 | -15% | ? | / | 12µM*
CCOc1cc(NC(=S)NCCCOC)c(OCC)cc1NC(=O)c1cccs1 | 1 | 2 | -11% | -12% | -1% | 29%
CCOc1ccc(NCc2cccn2-c2nnc(N3CCC(C(=O)NCCCN4CCCCC4)CC3)s2)cc1 | 17* | 23* | / | ? | -20% | ?
C/C(=N\NC(=O)c1ccc2c(c1)OCO2)c1ccc2c(c1)OCO2 | 35* | 62* | 2% | -15% | 187%[activator] | 111%[activator]
Cc1ccc(/C=C2/CNC/C(=C\c3ccc(C)cc3)C2=O)cc1 | 67* | 86* | -7% | / | / | /

Compound profiles (already shown). Values in the order: Cycloheximide cs	Shiga inhibitor	FBPA Giardia inh	HCV inh	Pf growth 48h	Pf growth 96h
CCOc1ccc(NCc2cccn2-c2nnc(N3CCC(C(=O)NCCCN4CCCCC4)CC3)s2)cc1 reads 17*	23*	/	?	-20%	?
COc1ccc(C(OCC(O)CNCCc2ccc(S(N)(=O)=O)cc2)c2ccc(OC)cc2)cc1 (stereo unspecified) reads -2	-2	-15%	?	/	12µM*
C/C(=N\NC(=O)c1ccc2c(c1)OCO2)c1ccc2c(c1)OCO2 reads 35*	62*	2%	-15%	187%[activator]	111%[activator]
